APJ ag: activates the human apelin receptor APJ | CHO-K1 APJ PathHunter beta-arrestin, luminescence; 0% DMSO wells, 100% apelin | 0.11% of 330,000 active | activation, % at 20 µM;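 active = activation more than six SD over the plate average, tested at 20 µM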;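 also: 0% = DMSO alone and 100% = apelin-13 at 10 nM; some results filed as inactive read as strong as hits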
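system = engineered CHO-K1 APJ arrestin reporter cells | input = 1000 cells per well | timing = overnight seeding, 90 min compound at 25 °C, 1 h detection | measured by = enzyme-fragment complementation luminescence | read-out = beta-arrestin recruitment to APJ as agonist activity, luminescent signal | control set = negative DMSO alone, positive Apelin-13 at 10 nM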
tim10-1 inh: inhibits growth of tim10-1 mutant yeast. 2.2% of 330,000 active. AID 463190. inhibition, % at 20 µM. S. cerevisiae tim10-1 ts strain growth, BacTiter-Glo, 24 h;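 active = inhibition of at least 40%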;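 also: mutant grown at 25 °C; 0% = DMSO wells with yeast and 100% = wells holding no yeast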
tim23-1 inh: tim23-1 yeast growth inhibition; S. cerevisiae tim23-1 growth, BacTiter-Glo luminescence, 24 h; inhibition, % at 20 µM; 1.3% of 330,000 active; AID 463212;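 active = growth inhibition of the mutant yeast at or above 50%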;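 also: temperature-sensitive mutant grown at 25 °C; plate controls were DMSO-treated mutant yeast for no effect and medium wells lacking yeast for full effect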
NALP3 yeast inh: NALP3 inhibition in yeast; Yeast reconstituted NLRP3/ASC/caspase-1, beta-gal luminescence, 24 h; inhibition, % at 10 µM; 0.39% of 330,000 active;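 active = inhibition of 50% or more; inactive = inhibition below 50%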;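 also: plate controls were induced DMSO wells for no effect and uninduced yeast grown without galactose for full effect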
XBP1 UPR activ: adaptive UPR (XBP1) activation. CHO-XBP1 luciferase reporter, IRE1-XBP1 UPR activation, luminescence; percent of tunicamycin response, DMSO as zero. activation, % at 20 µM. 0.33% of 330,000 active. AID 463104;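 active = versus positive control, 20 µM dose yields 30% or more activation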;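 also: 100% = tunicamycin at 10 µg/mL and 0% = DMSO only wells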
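assay system = CHO-XBP1 luciferase reporter cells | amount = 1000 cells/well | buffer or medium = F12 plus 10% FBS | compound dosing = single point, 20 µM final compound, 1% DMSO | incubation = 16-18 h cell attachment at 37 °C, then 6 h compound exposure | detection = Steady-Glo luminescence read | controls = tunicamycin 10 µg/mL and vehicle-only wells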
Mdm2-MdmX inh: inhibitors of human Mdm2/MdmX interaction | O15151+Q00987 | SaOS-2 split-luciferase Mdm2/MdmX complementation, luminescence | inhibition, % at 8 µM | 3% of 330,000 active | AID 485346;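 active = inhibition of at least 50% at 8 µM in the primary screen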
Target sequence (O15151 whole entry, looked up): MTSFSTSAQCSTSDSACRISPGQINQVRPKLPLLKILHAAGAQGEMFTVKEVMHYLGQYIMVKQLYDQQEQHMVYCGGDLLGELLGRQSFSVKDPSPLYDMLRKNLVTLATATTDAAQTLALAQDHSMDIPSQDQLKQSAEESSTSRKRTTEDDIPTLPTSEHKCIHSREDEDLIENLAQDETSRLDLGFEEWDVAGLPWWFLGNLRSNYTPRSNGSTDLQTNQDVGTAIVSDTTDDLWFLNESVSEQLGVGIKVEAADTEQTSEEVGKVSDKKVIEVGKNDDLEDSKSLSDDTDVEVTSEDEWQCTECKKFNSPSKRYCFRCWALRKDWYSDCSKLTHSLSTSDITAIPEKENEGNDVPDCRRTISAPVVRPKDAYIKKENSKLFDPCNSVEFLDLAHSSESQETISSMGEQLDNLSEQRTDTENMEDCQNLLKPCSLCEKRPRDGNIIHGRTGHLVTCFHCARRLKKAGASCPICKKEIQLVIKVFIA
Target sequence (Q00987 whole entry, looked up): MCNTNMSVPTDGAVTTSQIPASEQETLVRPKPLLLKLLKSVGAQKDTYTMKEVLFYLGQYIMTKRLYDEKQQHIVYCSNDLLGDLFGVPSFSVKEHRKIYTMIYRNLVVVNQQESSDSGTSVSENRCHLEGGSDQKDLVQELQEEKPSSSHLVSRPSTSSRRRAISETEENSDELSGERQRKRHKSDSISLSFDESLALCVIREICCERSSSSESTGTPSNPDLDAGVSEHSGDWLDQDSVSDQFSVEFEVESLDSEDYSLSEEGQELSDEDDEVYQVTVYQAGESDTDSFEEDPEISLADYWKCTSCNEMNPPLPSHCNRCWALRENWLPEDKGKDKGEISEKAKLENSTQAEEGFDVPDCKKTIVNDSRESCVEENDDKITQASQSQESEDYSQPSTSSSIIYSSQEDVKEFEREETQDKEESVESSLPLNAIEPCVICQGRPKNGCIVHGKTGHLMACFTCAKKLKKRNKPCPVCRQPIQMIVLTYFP
GRIN3A LBD mod: modulates the human NR3A ligand-binding domain; 2.5% of 340,000 active; NR3A LBD differential scanning fluorimetry, Tm shift; 0% = protein alone, 100% = glycine-bound protein; AID 1259313; Tm shift relative to glycine control, % at 25 µM;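 active = melting temperature shift of at least 10% of the positive control shift, at one fixed dose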
UPR CHOP act: apoptotic UPR (CHOP) activation | AID 449763 | activation, % at 10 µM | CHO-CHOP luciferase reporter, luminescence; percent of tunicamycin response over DMSO baseline | 0.34% of 330,000 active;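 active = at 10 µM dose, activation of 40% or more, normalized to positive control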;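 also: 100% = tunicamycin at 10 µg/mL and 0% = DMSO alone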
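System: CHO-CHOP luciferase reporter cell line | Buffer or medium: F12 medium containing 10% fetal bovine serum | Doses: One dose, 10 µM in 0.5% DMSO | Times: 6 h compound exposure at 37 °C after overnight seeding | Signal: Luciferase luminescence | Read-out: % activation vs tunicamycin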
TIM10 inh: inhibits growth of TIM10 yeast strain. S. cerevisiae TIM10 strain growth, BacTiter-Glo luminescence, 24 h. inhibition, % at 10 µM. 1.4% of 330,000 active;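 active = inhibition of 40% or more at the single tested concentration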;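 also: wild-type TIM10 isogenic control strain grown at permissive 25 °C; 0% = DMSO yeast wells and 100% = minimal medium wells without yeast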
An asterisk follows results filed as active; / = not tested or not shown.

SMILES	APJ ag	tim10-1 inh	tim23-1 inh	NALP3 yeast inh	XBP1 UPR activ	Mdm2-MdmX inh	GRIN3A LBD mod	UPR CHOP act	TIM10 inh
CCOc1ccc(N2CC(C(=O)NCc3ccc(F)cc3)CC2=O)cc1 (stereo unspecified)	1	-12	1	10	-5	25	0	-0.4	-14
COC(=O)c1ccc(NS(=O)(=O)N(C)C)cc1	-3	11	4	-18	4	-6	-1	0.3	8
CC1CN(C(=O)CSc2cn(CC(=O)N3CCOCC3)c3ccccc23)CC(C)O1 (stereo unspecified)	-4	21	8	11	-4	27	0	1.7	-6
COCCN(C(=O)COC(=O)CCOc1cccc(C)c1)c1c(N)n(Cc2ccccc2)c(=O)[nH]c1=O	12	19	12	15	-1	8	0	-0.4	5
Cc1c(NC(=O)c2cnn3c(C(F)(F)F)cc(-c4ccco4)nc23)c(=O)n(-c2ccccc2)n1C	0	-4	12	15	-2	3	0	-0.3	7
CCCC(=O)C1=C(O)C(C(=O)OC)C(C)(C)CC1=Nc1ccc(C)cc1 (stereo unspecified)	0	26	38	15	8	-19	-1	-0.1	15
Cc1ccc(NC(=O)C(C)N2C(=O)c3ccccc3S2(=O)=O)cc1Cl (stereo unspecified)	-4	17	29	16	-4	17	/	-0.8	-3
C/C(=N\NC(=O)c1cccc(S(=O)(=O)N2CCCC2)c1)c1ccncc1	-2	-9	-9	0	-1	9	-1	-1.1	1
COc1cccc(OC)c1C(=O)NC(=O)Nc1c(C)cccc1C	-4	10	-1	9	-7	3	-1	-0.7	-6
Cc1cccc2sc(NC(=O)CN3C(=O)C4CC=CCC4C3=O)nc12 (stereo unspecified)	-3	12	13	11	-1	-25	-3	0.3	25
O=P1(O)C=C(c2ccccc2)OC(c2ccccc2)=C1	0	2	3	19	4	-34	-1	6.2	8
O=C(Cc1ccc(Cl)cc1Cl)NCc1cccnc1	3	-11	6	11	2	-11	-1	-0.2	-7
CCNC(=O)CC1C(=O)N(c2ccccc2)C(=O)N1CCOC (stereo unspecified)	-5	-4	18	10	1	17	-1	-1.3	7
Cc1cc(C(=O)CCC(=O)Nc2ncccc2O)c(C)s1	0	-5	4	4	-3	-14	-2	4.1	1
O=C(Cc1ccccc1)Nc1cccc(N2CCCC2)c1	3	20	-4	19	0	-11	-1	-0.3	-6
CCOc1ccc(C(=O)Nc2c3c(nn2-c2ccc(C)cc2)CS(=O)C3)cc1OCC (stereo unspecified)	-2	-15	-3	-1	-2	21	-1	0.0	-5
COc1ccc(NS(=O)(=O)c2ccc(NC(=O)c3ccccc3)cc2)nn1	-2	5	12	17	-2	4	1	-0.5	8
CCN(C(=O)CSc1cc(C)c2cccc(C)c2n1)C1CCS(=O)(=O)C1 (stereo unspecified)	-4	22	28	1	-3	6	-2	-0.8	21
COc1ccc(NCC(=O)N/N=C/C=C\c2ccccc2)cc1	-3	9	15	12	-1	27	-19	4.3	4
CC(=O)Nc1cccc(C(=O)NNC(=O)c2ccccc2-n2cccc2)c1	-2	-6	-10	-2	1	-3	1	1.4	-11
COC(=O)C1CCN(c2nc3ccccc3nc2C(C#N)C(=O)NCCc2ccccc2)CC1 (stereo unspecified)	-5	-9	-1	4	3	11	0	-1.2	-9
COc1c(O)ccc(C2NC(=O)NC(C)=C2C(=O)Nc2ccccc2C)c1[N+](=O)[O-] (stereo unspecified)	-1	-5	2	13	-2	-1	-1	-1.6	12
Cn1c(NC(=O)CCc2ccccc2)cc(=O)n(C)c1=O	0	8	10	10	2	-69	0	6.1	3
COc1ccc(CC(C)CC(=O)Nc2ccc(OC)cc2)cc1 (stereo unspecified)	-1	-2	14	29	-8	9	-1	0.1	4
CCn1c(=O)c2ccccc2n(Cc2cccc([N+](=O)[O-])c2)c1=O	-2	8	0	18	1	12	-3	0.7	5
(further entries)
SMILES	APJ ag	tim10-1 inh	tim23-1 inh	NALP3 yeast inh	XBP1 UPR activ	Mdm2-MdmX inh	GRIN3A LBD mod	UPR CHOP act	TIM10 inh
Cc1ccc(NC(=O)CCC(=O)N2CCOc3ccccc32)c(Cl)c1	-3	4	5	27	0	10	-1	-1.6	-3
CC(C)N(Cc1cc2ccccc2[nH]c1=O)C(=O)c1cccc([N+](=O)[O-])c1	0	18	-3	-9	0	10	2	1.3	1
O=C(NCCN1CCN(C(=O)c2cccc([N+](=O)[O-])c2)CC1)C(=O)NCc1ccc(Cl)cc1	-3	-3	11	10	-2	15	1	2.1	-3
Cc1nc(N2CCCCC2)c2sc(=S)n(C)c2n1	-3	-7	7	23	9	5	1	2.6	-24
CCn1c(=O)c(C(=O)NCCCc2ccccc2)c(O)c2ccccc21	3	-36	0	15	-2	-9	2	2.4	-15
CCN(CC)C(=O)c1ccc(Oc2ccc([N+](=O)[O-])cc2Cl)cc1	-2	38	20	16	-4	21	1	1.3	18
Cc1cc(C)cc(C(=O)/C=C2\NC(=O)CS2)c1	-5	20	43	66*	0	16	0	-2.2	50*
CCCC(C(=O)NCCc1ccc(S(N)(=O)=O)cc1)c1ccccc1 (stereo unspecified)	2	-5	3	-7	3	-7	2	-0.7	-2
Cc1cc(C(=O)NNC(=O)CCC2CCCCC2)c(C)o1	-2	15	7	14	2	-7	-1	-0.4	-6
CC(C)N1C(=O)S/C(=C/c2ccc(Sc3nc4ccccc4[nH]3)o2)C1=O	-1	15	25	4	-1	46	-8	7.1	25
O=C(CSc1cccc(C(F)(F)F)c1)Nc1ccc(Cl)cc1Cl	0	16	10	11	0	-16	-5	-0.9	-8
C=CC[n+]1c(C)csc1Nc1cccc(Br)c1	-1	23	26	2	1	6	0	2.5	-8
Cc1c(C(=O)N2CCCCC2)sc(NC(=O)C2CC2)c1C#N	1	19	22	8	0	2	0	0.4	24
Cc1c(NC(=O)c2ccc(N(Cc3ccccc3)S(C)(=O)=O)cc2)c(=O)n(-c2ccccc2)n1C	-4	6	7	8	0	16	0	-1.7	9
Cc1cc2c(OCC(O)CNC3CCCCC3)cccc2[nH]1 (stereo unspecified)	-4	4	13	18	-1	24	0	-0.7	-11
CCN(c1ccccc1)S(=O)(=O)c1ccc(OC)c(NC(=O)c2cccs2)c1	0	-4	9	4	-4	7	-1	-0.4	7
CCOC(=O)c1cc(CC)sc1N1C(=O)CC(Sc2ncccc2C(=O)O)C1=O (stereo unspecified)	-2	5	22	8	4	-6	2	-1.7	9
O=C(c1cc2c(s1)-c1ccccc1OC2)N1CCN(c2ccccn2)CC1	-3	11	5	37	0	-1	0	0.3	3
O=C(CN(c1ccccc1)S(=O)(=O)c1ccc(Cl)cc1)Nc1cccnc1	-4	13	20	7	-2	22	0	-0.7	-12
CCc1ccc(-c2nc(CS(=O)CC(=O)NCCc3ccccc3)c(C)o2)cc1 (stereo unspecified)	0	30	25	0	1	-17	3	3.2	4
O=S(=O)(NCc1ccccc1)c1ccc(S(=O)(=O)N(Cc2ccccn2)C2CCCC2)cc1	-1	21	32	17	-1	33	-8	-1.0	12
CC(C)(C)NC(=O)COc1coc(CN2CCN(C(=O)c3ccco3)CC2)cc1=O	5	1	-10	18	-4	0	0	-0.5	7
COc1cc(NC(=O)CCNC(=O)Cn2cnc3ccccc3c2=O)cc(OC)c1OC	-2	4	1	23	0	1	-1	-0.9	0
CCCC(=O)N1N=C(c2ccccc2)CC1c1cn(C)c2ccccc12 (stereo unspecified)	-3	11	42	-10	1	10	15*	0.3	24
CCCC(=O)Nc1nc(C)c(-c2csc(Nc3ccccc3OC)n2)s1	-3	38	40	20	0	40	-6	1.7	26
New compounds follow.
SMILES	APJ ag	tim10-1 inh	tim23-1 inh	NALP3 yeast inh	XBP1 UPR activ	Mdm2-MdmX inh	GRIN3A LBD mod	UPR CHOP act	TIM10 inh
NC(=O)c1ccc(NC(=O)CSC2=Nc3ccccc3C3CC=NN23)cc1 (stereo unspecified)	-6	6	-7	21	4	32	-8	11	6
CCSc1c([N+](=O)[O-])c(=O)n(-c2ccccc2)c2ccccc12	4	47*	45	30	1	23	0	-0.4	40
COc1ccc(C2CC(=O)Oc3cc(C)c(Cl)c(C)c32)cc1 (stereo unspecified)	/	30	51*	/	-2	19	-3	1.7	8
O=C(Nc1cccc(Cl)c1)c1ccc2ncsc2c1	0	25	31	67*	-1	-18	34*	5.1	50*
O=C(COC(=O)COc1ccccc1)Nc1ncc([N+](=O)[O-])s1	-6	-5	-2	16	-2	21	1	0.6	10
COc1ccc(O)c(/C=N/N=C/c2cccc([N+](=O)[O-])c2)c1	-2	-6	9	17	1	3	4	8.6	5
CCCCN(C(=O)CC1CCCCC1)c1c(N)n(CC(C)C)c(=O)[nH]c1=O	-2	-5	7	9	-2	17	-2	1.8	3
CCOC(=O)C1=C(NC#N)OC(C)=C(C)C1c1ccc(O)cc1 (stereo unspecified)	-2	-9	3	21	-1	14	6	2.7	-19
CCOC(=O)c1c(CCl)nc2ccccc2c1-c1ccccc1	-4	-8	29	10	-3	1	-1	3.8	-10
Cc1ccc(S(=O)(=O)Nc2ccc(Cl)cn2)cc1C	4	9	36	11	-1	-6	3	-0.9	2
Cc1c(-c2ccccc2)nnn1-c1ccc(F)cc1F	-2	11	31	29	8	-25	-3	6.7	-21
CCOC(=O)c1c(NC(=O)c2ccc(S(=O)(=O)N(C)CC3CCCO3)cc2)sc2c1CC(C)(C)NC2(C)C (stereo unspecified)	0	3	24	25	-6	79*	-2	5.7	-11
COC(=O)NNC(=S)NCc1ccccc1	2	17	4	7	0	21	7	2.5	-26
COc1cc(C2c3c(oc4ccccc4c3=O)C(=O)N2CCN2CCOCC2)cc(OC)c1OC (stereo unspecified)	-1	5	6	-20	-1	12	1	0.3	-9
CN(C)C(=O)CSc1ncnc2scc(-c3ccccc3)c12	-3	39	32	7	-1	21	3	-0.7	6
Cc1ccc(C(=O)OCC(=O)Nc2ccc(Cl)cn2)cc1S(=O)(=O)N1CCOCC1	0	-2	1	13	-3	14	3	0.2	-8
O=C(NCc1ccccc1)C(c1ccc(F)cc1)N(Cc1ccco1)C(=O)c1ccccn1 (stereo unspecified)	-6	27	14	7	3	6	-4	-2.2	3
CCN(CC)c1nc(C)c2c(c1C#N)CC(C)(C)OC2	-6	14	19	17	-5	13	-1	0.6	-9

Part of the list above in order of SMILES length, low to high.
SMILES	APJ ag	tim10-1 inh	tim23-1 inh	NALP3 yeast inh	XBP1 UPR activ	Mdm2-MdmX inh	GRIN3A LBD mod	UPR CHOP act	TIM10 inh
Cc1c(-c2ccccc2)nnn1-c1ccc(F)cc1F	-2	11	31	29	8	-25	-3	6.7	-21
Cc1ccc(S(=O)(=O)Nc2ccc(Cl)cn2)cc1C	4	9	36	11	-1	-6	3	-0.9	2
COc1ccc(C2CC(=O)Oc3cc(C)c(Cl)c(C)c32)cc1 (stereo unspecified)	/	30	51*	/	-2	19	-3	1.7	8
CCOC(=O)C1=C(NC#N)OC(C)=C(C)C1c1ccc(O)cc1 (stereo unspecified)	-2	-9	3	21	-1	14	6	2.7	-19
NC(=O)c1ccc(NC(=O)CSC2=Nc3ccccc3C3CC=NN23)cc1 (stereo unspecified)	-6	6	-7	21	4	32	-8	11	6

Screening data deposited in PubChem BioAssay by Sanford-Burnham Center for Chemical Genomics.
